# RECQ1 inh: blocks DNA unwinding by human RECQ1 | P46063 | RECQ1 DNA unwinding, red fluorescence kinetic read | Potency, µM (doses to about 57.3 µM), for the others: at the top dose activity, negative = inhibition, usual class: inhibitors | hit rate 0.54% among 240,000 | AID 2549;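 note: plate controls were vehicle for no effect and no enzyme for full effect; nearly all actives have a fitted effect of over 30% in size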
#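 RECQ1T1 50 nM; forked duplex (20 bp + 30-nt ss tails) 200 nM, ATP 2 mM final; pH 8.0, 2 mM MgCl2, 2.5 ug/ml poly(dI-dC); 15 min compound preincubation; discontinuous kinetic read over 2 h at RT.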
# GAA inh: blocks human lysosomal alpha-glucosidase. P10253. purified human GAA, 4-MU-alpha-glucoside fluorescence. Potency, µM (doses to about 76.9 µM), for inactives: at the top dose activity change, negative = inhibition, actives largely listed as inhibitors. hit rate 0.005% among 200,000. AID 1466;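 note: plate controls were uninhibited enzyme wells for no effect and no-enzyme background for full effect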
#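 AC50 values come from Hill fits of compound titrations (up to 77 uM) against 4 nM human enzyme. Substrate 4-methylumbelliferyl-alpha-D-pyranoside at 400 uM, pH 5.0 citrate buffer, 20 min room temperature; fluorescence Ex 365/Em 440 after alkaline stop.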
# GAA glycogen mod: GAA glycogen-cleavage inhibition or activation. hit rate 0.38% among 300,000. Potency, µM (titrated, usually from 76.4 µM), without a hit: at the top dose activity change, negative = inhibition, most hits filed as inhibitors. P10253. recombinant GAA, glycogen substrate, Amplex Red glucose oxidase fluorescence;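 note: 0% = full enzyme reaction and -100% = no-enzyme basal signal; the screen sought inhibitors and activators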
#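 Recombinant human alpha-glucosidase (4 nM final) hydrolysed bovine liver glycogen (30 ug) for 40 min at 37 C in pH 5.0 citrate/phosphate with 0.01% Tween-20. Released glucose detected by glucose oxidase/Amplex Red, Ex 573/Em 610 nm. Compounds up to 77 uM; AC50 from Hill fits.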
# GAA spleen mod: inhibits or activates alpha-glucosidase in human spleen homogenate. P10253. human spleen homogenate, 4-MU-alpha-glucoside fluorescence. Potency, µM (series often up to 79.9 µM), for inactives: at the top dose activity change, negative = inhibition, hits mostly inhibitors. hit rate 0.006% among 240,000;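 note: 0% = enzyme with vehicle and -100% = no enzyme basal signal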
#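 AC50 values come from Hill-equation fits of concentration-response data, normalized to no-enzyme and full-activity controls. Enzyme source: 1 ug human spleen homogenate; 1 mM fluorogenic 4-MU glucoside, pH 5.0 citrate buffer, 37 C, 40 min.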
# L3MBTL1 inh: L3MBTL1 (human) inhibition; Q9Y468; AlphaScreen L3MBTL1–H3K9me1 peptide binding; Potency, µM (series often up to 57.1 µM), inactives show top-dose activity, negative = inhibition, hits mostly inhibitors; hit rate 0.66% among 230,000; AID 485360; note: nearly all actives have a fitted effect of over 60% in size
#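 AlphaScreen proximity signal between nickel-chelate acceptor and streptavidin donor beads (final 10 ug/mL) reports binding of 50 nM L3MBTL1 to 75 nM biotin-H3 K9me1 peptide; complex incubated with compounds 30 min at room temperature; cefsulodin titration as control.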
# TRb-SRC2 inh: TRbeta-SRC2 interaction inhibition; Potency, µM (titrated, usually from 106 µM), inactives show at the highest dose activity change, negative = inhibition, actives largely listed as inhibitors; P10828; TRbeta-SRC2 peptide binding, fluorescence polarization; receptor liganded with 1 µM T3; hit rate 0.065% among 280,000; AID 1469;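 note: plate controls were bound peptide for no effect and peptide without receptor for full effect; nearly all actives have a fitted effect of over 50% in size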
# Target sequence (P10828 whole entry, looked up): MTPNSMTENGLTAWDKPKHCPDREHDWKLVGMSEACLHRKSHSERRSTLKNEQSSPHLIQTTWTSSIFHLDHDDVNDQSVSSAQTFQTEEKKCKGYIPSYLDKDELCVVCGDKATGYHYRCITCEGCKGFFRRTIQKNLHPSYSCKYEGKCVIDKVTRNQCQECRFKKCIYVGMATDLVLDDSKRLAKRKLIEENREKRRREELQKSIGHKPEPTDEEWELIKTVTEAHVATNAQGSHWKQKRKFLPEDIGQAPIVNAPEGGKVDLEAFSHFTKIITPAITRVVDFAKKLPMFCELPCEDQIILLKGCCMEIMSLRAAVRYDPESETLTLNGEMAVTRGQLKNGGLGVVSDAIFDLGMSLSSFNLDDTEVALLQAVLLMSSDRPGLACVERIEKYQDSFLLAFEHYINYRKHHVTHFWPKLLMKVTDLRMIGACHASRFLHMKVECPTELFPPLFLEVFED
#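 Binding of a 20-amino-acid Texas Red SRC2 peptide (20 nM) to TRb ligand-binding domain (0.6 uM) with agonist T3 at 1 uM was followed by fluorescence polarization after a 5 hr room-temperature incubation.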
# RGS12 GoLoco inh: blocks human Gai1 binding to RGS12 GoLoco peptide, red readout | hit rate 0.44% among 230,000 | Gai1:RGS12 GoLoco peptide FP, rhodamine, 10 min | P63096 | Potency, µM (doses to about 61.6 µM), for the others: top-dose activity, negative = inhibition, hits mostly inhibitors | AID 880; active = well fitted inhibition curve with a large enough effect, not every such curve was filed as active; inactive = no such curve, though single readings can be large or run the other way; note: nearly all actives have a fitted effect of over 30% in size; many of its hits are not listed in these tables
# Target sequence (P63096 whole entry, looked up): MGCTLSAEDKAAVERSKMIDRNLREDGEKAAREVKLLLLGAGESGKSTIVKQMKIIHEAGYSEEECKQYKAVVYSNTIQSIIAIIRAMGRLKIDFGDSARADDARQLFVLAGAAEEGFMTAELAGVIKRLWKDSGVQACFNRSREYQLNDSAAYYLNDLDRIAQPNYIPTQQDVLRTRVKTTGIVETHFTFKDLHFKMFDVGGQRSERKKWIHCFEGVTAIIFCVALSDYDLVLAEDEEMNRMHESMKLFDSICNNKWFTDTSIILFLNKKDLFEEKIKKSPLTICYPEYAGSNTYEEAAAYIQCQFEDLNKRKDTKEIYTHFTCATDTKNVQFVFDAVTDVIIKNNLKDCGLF
# TexasRed fluor: alters Texas Red total fluorescence, flagging assay interference; TRb/SRC2 Texas Red total fluorescence interference; Potency, µM (titrated, usually from 106 µM), for inactives: top-dose fluorescence change, negative = quenching; hit rate 0.29% among 280,000; active = well fitted curve in either direction with a large enough effect; inconclusive = small, poorly fitted or top-dose-only effect
#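 Flags fluorescent or light-absorbing compounds by total fluorescence, S + 2P, at 555 nm excitation and 632 nm emission. Mixture: 20 nM Texas Red SRC2 peptide, 0.6 uM human TRb LBD, 1 uM T3, 5% DMSO; compound exposure 5 h at ambient temperature.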
# * marks the source's active call; other numbers are inactive results; i = inactive; ? = inconclusive; . = not tested or not shown; & = joins results of further samples; [ ] = dose if it differs, or a comment. Unless noted, calls come from the whole dose curve; as a rule, active = well fitted curve in the direction sought with a large enough effect; inconclusive = small, poorly fitted or top-dose-only effect, or another doubt; inactive = no such curve, though single readings can be large; an effect the other way counts as inactive or inconclusive. Unless noted, % is set by controls: 0 for no effect and ±100 for the full control effect; potency is the fitted concentration of half-maximal effect.
SMILES,RECQ1 inh,GAA inh,GAA glycogen mod,GAA spleen mod,L3MBTL1 inh,TRb-SRC2 inh,RGS12 GoLoco inh,TexasRed fluor
O=C(CN1C(=O)CSc2ccccc21)Nc1ccc2c(c1)OCCO2,-10.1%,0.6%,0.0%,-7.4%,.,7.1%,13.0%,0.1%
COc1ccc(Cc2nnc(N)s2)cc1,-3.5%,-2.2%,3.1%,-3.1%,31.8%,-7.3%,-17.8%,-4.4%
COc1ccc(C2=CC(c3ccc(OC)c(OC)c3)NC(=S)N2)cc1 (stereo unspecified),-1.2%,-8.2%,-10.5%,1.1%,-6.2%,-8.8%,12.0%,-1.0%
CCOc1cccc(/C(O)=C2/C(=O)C(=O)N(Cc3cccnc3)C2c2ccco2)c1 (stereo unspecified),1.6%,6.2%,-3.2%,-14.5%,-2.4%,2.6%,-12.6%,2.1%
COCCNC(=O)CN(Cc1cccs1)C(=O)CCC(=O)Nc1nccs1,i,9.5%,-2.7%,-1.3%,-9.1%,-1.6%,1.0%,-2.9%
Cc1cc(N=Cc2c(O)n(-c3ccc4c(c3)OCO4)c(=O)c3ccccc23)ccn1,-20.6%,?,2.0%,-0.2%,6.3%,11.4%,28.4%,-9.4%
O=C(Nc1cccc(-c2cnc3ccccc3n2)c1)c1ccncc1,i,-0.3%,0.2%,-3.7%,-4.6%[11.4 µM],-1.1%,0.8%,-1.7%
CCN1CCCc2cc(CN(CCN3CCOCC3)C(=S)Nc3ccc(OC)c(OC)c3)ccc21,-4.7%,-3.5%,?,-0.3%,.,-1.4%,6.9%,-1.3%
CC(C)(C)NC(=O)COC(=O)c1ccc(Cl)cc1O,-11.6%,-5.1%,2.8%,-13.4%,7.5%,-7.3%,3.8%,-3.2%
CCOc1c(Br)cc(CNc2ncn[nH]2)cc1OC,-14.2%,0.6%,4.2%,-11.4%,4.4%,-4.6%,-0.9%,-3.6%
O=C1NC(c2ccccc2)=CC(c2ccccc2)N1 (stereo unspecified),-4.3%,3.4%,-4.4%,-12.3%,12.7%,-8.5%,5.6%,-1.8%
CCOC(=O)CSc1nc2sc(C)c(C)c2c(=O)n1C,-3.2%,-5.7%,-1.3%,2.5%,.,-5.0%,11.4%,-4.6%

# The final three records of the section before are carried over, then new ones follow:
SMILES,RECQ1 inh,GAA inh,GAA glycogen mod,GAA spleen mod,L3MBTL1 inh,TRb-SRC2 inh,RGS12 GoLoco inh,TexasRed fluor
CCOc1c(Br)cc(CNc2ncn[nH]2)cc1OC,-14.2%,0.6%,4.2%,-11.4%,4.4%,-4.6%,-0.9%,-3.6%
O=C1NC(c2ccccc2)=CC(c2ccccc2)N1 (stereo unspecified),-4.3%,3.4%,-4.4%,-12.3%,12.7%,-8.5%,5.6%,-1.8%
CCOC(=O)CSc1nc2sc(C)c(C)c2c(=O)n1C,-3.2%,-5.7%,-1.3%,2.5%,.,-5.0%,11.4%,-4.6%
COc1cc(C2N(c3ccccc3)CCN2c2ccccc2)ccc1OC(C)=O,-16.0%,-4.2%,-6.0%,-4.9%,-11.5%,-2.8%,11.8%,-3.1%
COC(=O)[C@@]1(Cc2ccccc2)[C@H]2c3cc(C(=O)N(C)C)n(Cc4ccccc4)c3C[C@H]2CN1C(=O)c1ccccc1,-3.5%,.,.,-4.8%,.,-5.7%,9.2%,1.4%
CCOC(=O)C1=C(CN2CCCCC2)NC(=O)NC1c1cc(C)ccc1C (stereo unspecified),i,-19.3%,10.3%,-2.4%,.,5.8%&-21.7%,-4.0%,3.8%&0.5%
COC(=O)[C@@]1(Cc2ccc(OC)cc2)[C@H]2c3cc(C(=O)N(C)C)n(CCc4ccc(OC)c(Br)c4)c3C[C@H]2CN1C(=O)c1ccccc1,-16.1%&-20.6%,-0.6%,-6.9%,-5.7%&5.2%,?,-0.5%&2.8%,19.7%&7.0%,2.3%&3.2%
O=C1CCN(N=Nc2cccc(Cl)c2)N1,i,-6.3%,-26.7%,3.4%,.,5.3%,-2.7%,0.2%
O=C(/C=C/c1ccc(Cl)cc1Cl)NCc1ccncc1,-2.8%,0.9%,6.8%,-7.9%,-9.2%,7.5%,23.7%,-0.9%
CCOC(=O)c1nnn(-c2nonc2-n2cccc2)c1CN1CCOCC1,-0.6%,-3.8%,4.7%,-8.2%,-4.8%,7.1%,32.5%[activator],-1.6%
Cc1ccc(NC(=O)c2cc(=O)c3ccccc3o2)cc1S(=O)(=O)N1CCCCC1,-0.1%,-8.7%,4.4%,-2.9%,-18.1%,-6.1%,13.7%,-1.4%
CN(C)S(=O)(=O)c1cccc(NC(=S)NCCc2ccccn2)c1,-7.6%,-11.3%,1.9%,1.7%,5.2%,0.9%,7.6%,7.5%
Nc1cccc(S(=O)(=O)c2cccc(N)c2)c1,-4.6%,5.4%,1.5%,0.8%,5.6%,10.3%,-5.8%,0.4%
O=C(O)c1cccc(Oc2ncnc3sc4c(c23)CCCC4)c1,15.7%,0.5%,-10.7%,0.2%,6.5%,-1.5%,7.5%,-1.0%
CCOc1cccc(OCCCOc2ccccc2)c1,-13.8%,1.6%,2.2%,6.4%,.,2.1%,-7.3%,3.8%
CCn1c(O)c(C=Nc2ccccc2)oc1=S,i,-2.3%,-6.3%,-1.0%,-8.0%,-12.7%,-9.7%,-3.6%
CCN1CCN(c2cc(C)c3cc(NC(=S)N4CCN(c5ccccc5)CC4)ccc3n2)CC1,-10.8%,4.2%,-2.4%,-3.4%,.,-7.0%,4.3%,-6.0%
COc1ccc(/C=N/c2oc(C)c(C)c2C#N)c(OC)c1,-7.1%,4.1%,-18.3%,-6.6%,-7.5%,-6.3%,14.8%,4.4%
CCOC(=O)C1=C(C)N(CC(C)C)C(=O)C1,i,-1.8%,-3.9%,-16.3%,-5.6%,-9.5%,13.3%,-2.3%
CC(C)(C)OC(=O)N1CC=C2C(C#N)=C(N)C(C#N)(C#N)C(c3cccs3)C2C1 (stereo unspecified),2.4%,?,-14.0%,-8.7%,4.4%[11.4 µM],-2.4%,95.9%[activator],1.5%
CCN(Cc1cc(=O)n2ccsc2n1)c1cccc2ccccc12,-5.7%,-3.6%,-6.6%,1.9%,-4.0%,-4.0%,7.3%,0.5%
COc1cccc2nc(-c3cccs3)nc(NN3C(=O)C=C(C)C3=O)c12,-6.3%,.,.,-11.5%,.,4.6%,.,-2.8%
Cc1ccc(NC(=O)C2(N(CC(C)C)C(=O)Cn3nnnc3N)CCCCC2)cc1,i,-0.6%,3.8%,-8.1%,1.9%,-15.8%,7.1%,0.9%
CCc1ccc(-n2c(SCC(=O)Nc3cccc(S(=O)(=O)NC4=NCCCCC4)c3)nc3ccccc3c2=O)cc1,-10.6%,-9.0%,13.9%,4.0%,-3.6%,2.9%,-5.4%,-0.6%
COc1cccc(OC)c1C1=Nn2c(nnc2-c2ccccc2C)SC1,i,.,.,-7.5%,.,1.5%,.,-1.5%
COc1ccc(-c2ccccc2C2C3C=CCCC3(C)C(=O)N2Cc2ccccc2)cc1 (stereo unspecified),-8.0%,.,.,-7.6%,.,-13.1%,.,1.2%
CCOC(=O)c1c(C)[nH]c(C(=O)C(C)Sc2ccc(Cl)cc2)c1C (stereo unspecified),-0.9%,-6.6%,4.4%,-5.1%,1.0%,1.5%,6.0%,0.5%
CN(CCCNC(=O)C1CCN(S(=O)(=O)N2CCC3(CC2)OCCO3)CC1)Cc1ccccc1,1.8%,2.0%,2.5%,6.1%,.,0.8%,6.3%,-0.9%
C=C(C)C1CCC(C)=C1CC(C)(C)/C=N\n1cnnc1 (stereo unspecified),-15.4%,-5.6%,4.1%,-8.0%,.,-1.3%,-2.9%,-5.1%
O=C(CN1CCOCCOCCOCCOCC1)Nc1ccccc1,-3.3%,-1.9%,-0.5%,-1.0%,1.1%,-4.0%,3.1%,-2.6%
COC(=O)c1cc2oc(C)cc2n1CC(=O)Nc1cc(C)cc(C)c1,-14.6%,4.5%,-3.8%,1.1%,0.9%[11.4 µM],1.8%,8.9%,4.2%
O=C(c1c[nH]c2ccccc12)N1CCOCC1,-10.1%,-0.4%,6.0%,-9.1%,-10.7%,6.5%,-5.6%,-3.1%
CCc1ccc[n+](-c2nc3ccccc3nc2C(=C=[N-])C#N)c1,-5.3%,.,-1.6%,1.5%,.,11.2%,9.7%,-0.8%
Cc1ccc2nc(C)c(C(=O)N/N=C/c3cccc([N+](=O)[O-])c3)cc2c1,-2.3%,10.5%,-2.1%,3.7%,0.7%,-8.0%,2.9%,-2.9%
COc1ccc(COc2ccsc2C(=O)Nc2ccc(Cl)c(Cl)c2)cc1,-13.4%,-2.9%,3.4%,7.0%,1.6%,2.9%,2.9%,-4.6%
O=C(CN1C(=O)c2cccc3cccc1c23)N1CCN(c2ccc(F)cc2)CC1,i,-7.4%,-0.2%,0.1%,3.5%,-10.2%,-13.4%,1.9%
CCN(CC)C(=O)c1cn(CCC#N)nc1-c1ccc2c(c1)OCCO2,-8.9%,-0.8%,2.3%,4.8%,.,2.1%,-8.1%,0.5%
COc1ccc(Cc2nc(-c3ccc(-n4cccc4)cc3)no2)cc1OC,0.3%,0.7%,-9.4%,-0.6%,-0.2%,8.5%,25.9%,-0.8%
COc1cccc(C(=O)Cn2c(NCCO)nc3ccccc32)c1,-15.8%,1.7%,-9.0%,0.7%,9.2%,-4.8%,-3.0%,2.6%
Cc1cccc(OCC(=O)Nc2ccc3nc(C)sc3c2)c1,-9.6%,7.8%,6.0%,-14.8%,26.3%,-3.1%,-20.8%,-8.7%
CN1C(=O)CSc2ccc(NC(=O)NCc3cccnc3)cc21,-22.6%,4.1%,-2.1%,-10.0%,-6.5%,2.5%,5.4%,0.4%
Cc1nn(-c2ccccc2)c(N2CCCC2)c1/C=N/Nc1ccc(S(=O)(=O)Nc2ccccc2)cc1[N+](=O)[O-],-3.8%,7.2%,-2.3%,-4.0%,-16.2%,-8.5%,-7.1%,0.7%
CCOCC(=O)Nc1nc(-c2ccccc2)c(CC)s1,-3.3%,-1.6%,-1.6%,-4.0%,.,-0.6%,8.4%,-0.1%

# These rows are one share of the data; count on the stated rates, not on these rows.
